Mot1-301 SUMO – SUMOylation pathway inhibition by Mot1-301 growth rescue; growth rescue, % at 18.8 µM; actives 1% (n = 320,000); S. cerevisiae Mot1-301 growth rescue, ATP luminescence, 38.5C; percent above DMSO median, 100 means doubled;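 active means every valid replicate shows activation above 250% relative to neutral control wells; inactive means the rest, any valid replicate at or below 250%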;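 further: OY570 slx delta 5 strain wells were the positive control but not used for scaling; some compounds called inactive have numbers as strong as hits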
E coli growth – reduces bacterial viability in AddAB counter-screen. inhibition, % at 11.9 µM. AID 449728. E. coli V3065 growth, OD600 absorbance, 18 h. actives 0.27% (n = 330,000);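 active means inhibition above the campaign's mean inhibition across all tested compounds plus 3 SD, cut at about 9.9% in these data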;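 further: uninfected addAB+ strain grown without phage in ampicillin broth; 0% = DMSO wells and 100% = ciprofloxacin 0.95 µg/ml wells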
phage Ecoli inh – E. coli growth loss with phage present; growth absorbance; inhibition, % at 11.9 µM; actives 0.26% (n = 360,000); AID 651602; in the data active means inhibition above about 11%
MOR-DOR ag – agonists of human mu-delta opioid receptor heterodimerization | P35372+P41143 | cells, OPRM1-OPRD1 heterodimerization, luminescence | activation, % at 9.3 µM | actives 0.3% (n = 340,000); in the data active means activation above about 18%;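 further: 0% = vehicle-treated cells and 100% = reference agonist; values of inactives mirror those of a sister screen read the other way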
Arr AP2 block – inhibitors of human beta-arrestin and AP2 interaction | FITC-arrestin peptide / GST-AP2 beads, flow cytometry; AP2 beta2 appendage carries R879A mutation | inhibition, % at 10 µM | actives 0.31% (n = 340,000) | AID 504490;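 active means inhibition above a set limit, near 3 SD of compounds lacking own fluorescence, cut at about 54% in these data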;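 further: plate controls were DMSO wells for no effect and 5 µM unlabelled arrestin peptide for full effect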
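test system = AP2 appendage R879A on GSH beads | buffer or medium = PBS plus Tween 20 (0.05%) and BSA (0.1%) | incubation = 12 min plus 1 h, RT | detection = bead flow cytometry, FITC channel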
AddAB inh – less growth of phage-infected E. coli with AddAB. E. coli expressing H. pylori AddAB, absorbance growth. inhibition, % at 11.9 µM. actives 0.29% (n = 330,000); in the data active means inhibition above about 12%;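 further: 0% = vehicle wells of infected cells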
PKA-R1A act – activates the PKA-R1A holoenzyme complex; PKA-R1A dissociation, Cy5-IP20 fluorescence polarization; scaled: DMSO 0%, 113 µM cGMP 100%; activation, % at 11.4 µM; P00514+P68181; actives 0.083% (n = 340,000);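 active means percent activation above the mean of all tested compounds plus 3 SD, cut at about 19% in these data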;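 further: higher means more PKAc released from R1A so a rise in polarization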
DSG3 Ab inh – blocks pemphigus antibody binding to human desmoglein-3; actives 0.48% (n = 310,000); binding (percent of control), % at 10 µM; AID 588358; P32926; DSG3-coupled beads, scFv-anti-DSG3-GFP binding, flow cytometry; hits give low values;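 active means binding more than 3 SD below its plate's average and above zero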;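 further: hits lower antibody fragment binding to DSG3; some compounds called inactive have numbers as strong as hits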
Target sequence (P32926 whole entry, looked up, the tested form may be a part): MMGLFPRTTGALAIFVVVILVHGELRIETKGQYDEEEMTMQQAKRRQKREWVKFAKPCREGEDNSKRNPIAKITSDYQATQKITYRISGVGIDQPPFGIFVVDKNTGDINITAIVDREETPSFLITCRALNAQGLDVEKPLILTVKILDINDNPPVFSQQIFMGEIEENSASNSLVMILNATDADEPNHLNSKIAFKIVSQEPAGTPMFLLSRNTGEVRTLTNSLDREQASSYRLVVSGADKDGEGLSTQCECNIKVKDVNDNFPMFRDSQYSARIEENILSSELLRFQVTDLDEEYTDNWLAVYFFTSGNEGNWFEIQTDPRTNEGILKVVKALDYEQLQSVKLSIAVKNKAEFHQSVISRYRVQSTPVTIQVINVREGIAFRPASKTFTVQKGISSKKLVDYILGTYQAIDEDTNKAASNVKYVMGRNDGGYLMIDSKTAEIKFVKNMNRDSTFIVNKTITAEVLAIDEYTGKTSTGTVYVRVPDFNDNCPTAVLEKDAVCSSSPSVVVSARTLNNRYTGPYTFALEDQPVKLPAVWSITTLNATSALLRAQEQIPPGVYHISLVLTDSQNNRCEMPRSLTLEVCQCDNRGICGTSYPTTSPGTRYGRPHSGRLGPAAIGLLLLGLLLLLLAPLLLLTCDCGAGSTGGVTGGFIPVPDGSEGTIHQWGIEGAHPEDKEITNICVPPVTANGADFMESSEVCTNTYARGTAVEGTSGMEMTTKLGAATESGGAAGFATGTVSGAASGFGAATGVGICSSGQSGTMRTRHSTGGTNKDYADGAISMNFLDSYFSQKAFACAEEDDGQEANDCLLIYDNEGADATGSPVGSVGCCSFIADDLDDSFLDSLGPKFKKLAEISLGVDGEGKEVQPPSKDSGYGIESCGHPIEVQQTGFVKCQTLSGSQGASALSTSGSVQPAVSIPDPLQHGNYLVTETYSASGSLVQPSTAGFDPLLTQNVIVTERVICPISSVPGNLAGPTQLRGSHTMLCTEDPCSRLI
OPRM1-OPRD1 inv – mu-delta opioid heterodimer inverse agonism; AID 504357; inhibition, % at 9.3 µM; cell-based MOR-DOR heterodimer luminescence; P35372+P41143; actives 0.21% (n = 340,000); in the data active means inhibition above about 22%, passing the limit was not always enough;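 further: 0% = cells with DMSO and 100% = wells without cells with DMSO; values of inactives mirror those of a sister screen read the other way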
Tat export inh – E. coli Tat transport inhibition; E. coli MC4100 TorA-mCherry Tat export, fluorescence; inhibition, % at 10 µM; actives 0.036% (n = 340,000); AID 488895;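 active means mean replicate inhibition at least 50% and at least half of replicates individually reaching 50%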;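 further: exported cargo escapes ClpAP degradation while cytoplasmic cargo is degraded and loses fluorescence; 0% = median of neutral control wells and 100% = median of NaSCN control wells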
PfHsp90 yeast 2 – reduces growth (ATP signal) of yeast expressing P. falciparum Hsp90 | S. cerevisiae expressing PfHsp90, BacTiter-Glo ATP, 48 h; yeast lacking PDR1 and PDR3 efflux regulators | inhibition, % at 9.4 µM | actives 0.32% (n = 310,000);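 active means every replicate shows inhibition above about 80%, whatever the replicate mean, limit read from the data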;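 further: 0% = DMSO neutral controls and 100% = 20 µM radicicol positive controls; yeast relying on Plasmodium falciparum Hsp90 in place of its own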
* hit, by the source's call.

Cc1cc(NC(=O)c2cccc(S(=O)(=O)N3CCCCCC3)c2)n(-c2ccccn2)n1 was read as Mot1-301 SUMO 225, E coli growth 1.1, phage Ecoli inh 4.2, MOR-DOR ag -2.3, Arr AP2 block -2, AddAB inh 0.1, PKA-R1A act -19, DSG3 Ab inh 104, OPRM1-OPRD1 inv 10, Tat export inh -2 and PfHsp90 yeast 2 -14.
Screening Cc1noc(C)c1S(=O)(=O)N(C)C[C@H]1Oc2ccc(NC(=O)C3CC3)cc2C(=O)N([C@H](C)CO)C[C@@H]1C returned Mot1-301 SUMO 4, E coli growth 1.5, phage Ecoli inh 1.8, MOR-DOR ag 0.0, Arr AP2 block 2, AddAB inh 3.1, PKA-R1A act 0, DSG3 Ab inh 103, OPRM1-OPRD1 inv 0, Tat export inh 1 and PfHsp90 yeast 2 -28.
CCCCC1OC23CCCCC2C(C#N)(C#N)C1(C#N)C(=N)O3 (stereo unspecified) was read as Mot1-301 SUMO -3, E coli growth 0.1, phage Ecoli inh 1.2, MOR-DOR ag 0.9, Arr AP2 block -5, AddAB inh 0.3, PKA-R1A act 9, DSG3 Ab inh 119, OPRM1-OPRD1 inv -5, Tat export inh -3 and PfHsp90 yeast 2 -12.
For Cc1ccc(O)c(/C=N/NC(=O)CN2CCCC2)c1 the results were Mot1-301 SUMO -10, E coli growth -2.8, phage Ecoli inh -1.8, MOR-DOR ag -1.7, Arr AP2 block 1, AddAB inh -0.4, PKA-R1A act 4, DSG3 Ab inh 121, OPRM1-OPRD1 inv 9, Tat export inh -8 and PfHsp90 yeast 2 -15.
Screening CC(C)CN(C(=O)c1ccc(N2CCCC2=O)cc1)c1c(N)n(Cc2ccccc2)c(=O)[nH]c1=O returned Mot1-301 SUMO -4, E coli growth 1.6, phage Ecoli inh 5.6, MOR-DOR ag -3.8, Arr AP2 block 28, AddAB inh 4.0, PKA-R1A act -4, DSG3 Ab inh 100, OPRM1-OPRD1 inv 20, Tat export inh -4 and PfHsp90 yeast 2 -23.
Screening CCC(Cc1ccccc1)OC(=O)c1ccccc1C(=O)O (stereo unspecified) returned phage Ecoli inh 0.9, MOR-DOR ag -2.3, Arr AP2 block -10, PKA-R1A act -14, DSG3 Ab inh 87, OPRM1-OPRD1 inv 12 and Tat export inh -2.
Screening CNC(=S)N/N=C(\C)c1ccc(C)c(C)c1 returned Mot1-301 SUMO 9, E coli growth -0.3, phage Ecoli inh 2.1, MOR-DOR ag 0.8, Arr AP2 block 18, AddAB inh 2.8, PKA-R1A act 2, DSG3 Ab inh 101, OPRM1-OPRD1 inv -6, Tat export inh 2 and PfHsp90 yeast 2 13.
Screening CCOC(=O)c1c(NC(=O)COC(=O)c2nccnc2N)sc2c1CCC2 returned Mot1-301 SUMO 5, E coli growth 0.5, phage Ecoli inh 1.8, MOR-DOR ag 2.4, Arr AP2 block -2, AddAB inh 3.6, PKA-R1A act -16, OPRM1-OPRD1 inv -9, Tat export inh 0 and PfHsp90 yeast 2 1.
`O=C(Nc1ccc(F)cc1)N1CCn2c(nc3ccccc32)C1` gave Mot1-301 SUMO -5, E coli growth -0.2, phage Ecoli inh 2.5, Arr AP2 block -8, AddAB inh 3.3, PKA-R1A act 11, DSG3 Ab inh 100, Tat export inh -12 and PfHsp90 yeast 2 -83.
Screening O=C(NC1CCS(=O)(=O)C1)C1CCCCN1S(=O)(=O)c1ccc(Cl)cc1 (stereo unspecified) returned Mot1-301 SUMO -2, E coli growth 0.0, phage Ecoli inh -1.4, MOR-DOR ag 2.3, Arr AP2 block 5, AddAB inh 0.9, PKA-R1A act -20, DSG3 Ab inh 80, OPRM1-OPRD1 inv -14, Tat export inh 0 and PfHsp90 yeast 2 20.
For COc1ccc(CCNC(=O)c2cc3c(=O)n(C)c4ccccc4c3n2C)c(OC)c1 the results were Mot1-301 SUMO 40, E coli growth 1.4, phage Ecoli inh 2.6, MOR-DOR ag 0.1, Arr AP2 block 16, AddAB inh -1.5, PKA-R1A act 4, DSG3 Ab inh 91, OPRM1-OPRD1 inv 0, Tat export inh -8 and PfHsp90 yeast 2 -20.
For CCCCN(C(=O)C1CCN(C(=O)c2ccccc2C)CC1)c1c(N)n(CCCC)c(=O)[nH]c1=O the results were Mot1-301 SUMO 5, E coli growth 1.4, phage Ecoli inh 0.4, MOR-DOR ag -0.6, Arr AP2 block 29, AddAB inh 1.5, PKA-R1A act 1, DSG3 Ab inh 99, OPRM1-OPRD1 inv 3, Tat export inh -3 and PfHsp90 yeast 2 7.
CCOC(=O)C1=C(C)NC(C)=C(C(=O)OCC)C1/C=C/c1ccccc1OC was read as Mot1-301 SUMO 3, E coli growth 0.9, phage Ecoli inh 0.1, MOR-DOR ag 7.7, Arr AP2 block -6, AddAB inh 2.3, PKA-R1A act -3, DSG3 Ab inh 100, OPRM1-OPRD1 inv -46, Tat export inh 14 and PfHsp90 yeast 2 15.
For CS(=O)(=O)N1CCc2ccc(NC(=O)C3CCCO3)cc2C1 (stereo unspecified) the results were Mot1-301 SUMO 9, E coli growth 2.0, phage Ecoli inh 0.6, MOR-DOR ag -2.6, Arr AP2 block -6, AddAB inh 0.6, PKA-R1A act 5, DSG3 Ab inh 100, OPRM1-OPRD1 inv 14, Tat export inh -5 and PfHsp90 yeast 2 20.
`COc1ccc(S(=O)(=O)N(C)C[C@@H]2Oc3c(NS(=O)(=O)c4cn(C)cn4)cccc3C(=O)N([C@@H](C)CO)C[C@@H]2C)cc1` gave Mot1-301 SUMO -6, E coli growth -1.1, phage Ecoli inh 4.1, MOR-DOR ag 0.1, Arr AP2 block 9, AddAB inh -0.2, PKA-R1A act -9, DSG3 Ab inh 110, OPRM1-OPRD1 inv -1, Tat export inh 0 and PfHsp90 yeast 2 -6.
Screening O=C(c1ccccc1Br)N1CCN(Cc2ccc3c(c2)OCO3)CC1 returned Mot1-301 SUMO 186, E coli growth -0.8, phage Ecoli inh 2.2, MOR-DOR ag -2.2, Arr AP2 block 4, AddAB inh 0.7, PKA-R1A act -11, DSG3 Ab inh 118, OPRM1-OPRD1 inv 11, Tat export inh 11 and PfHsp90 yeast 2 21.
Screening COc1cccc(SCc2noc(C(=O)NCC3CCCO3)c2C(=O)O)c1 (stereo unspecified) returned Mot1-301 SUMO 87, E coli growth -2.0, phage Ecoli inh 0.3, MOR-DOR ag -1.3, Arr AP2 block 4, AddAB inh 4.4, PKA-R1A act -8, DSG3 Ab inh 107, OPRM1-OPRD1 inv 7, Tat export inh 1 and PfHsp90 yeast 2 3.
Screening Cc1cc(N2C(=O)CC(C(C)c3ccccc3)C2=O)no1 (stereo unspecified) returned Mot1-301 SUMO 20, E coli growth 0.6, phage Ecoli inh 2.1, MOR-DOR ag -0.9, Arr AP2 block 2, AddAB inh 1.1, PKA-R1A act 7, DSG3 Ab inh 115, OPRM1-OPRD1 inv 4, Tat export inh 5 and PfHsp90 yeast 2 11.
Screening CN(CCOc1ccccc1)CC(=O)Nc1ccc(Cl)c(S(=O)(=O)N(C)C)c1 returned Mot1-301 SUMO 7, E coli growth -1.4, phage Ecoli inh -0.5, MOR-DOR ag -3.1, Arr AP2 block -5, AddAB inh 1.0, PKA-R1A act -9, DSG3 Ab inh 90, OPRM1-OPRD1 inv 14, Tat export inh -4 and PfHsp90 yeast 2 -60.
`Cc1ccc(C(=O)C[n+]2cccc3ccccc32)cc1` gave Mot1-301 SUMO 45, E coli growth 0.6, phage Ecoli inh 2.9, MOR-DOR ag -0.3, Arr AP2 block -2, AddAB inh 0.2, PKA-R1A act -9, DSG3 Ab inh 235, OPRM1-OPRD1 inv 2, Tat export inh -1 and PfHsp90 yeast 2 16.

An excerpt taken from the entries so far, as a working copy:
For Cc1ccc(O)c(/C=N/NC(=O)CN2CCCC2)c1 the results were Mot1-301 SUMO -10, E coli growth -2.8, phage Ecoli inh -1.8, MOR-DOR ag -1.7, Arr AP2 block 1, AddAB inh -0.4, PKA-R1A act 4, DSG3 Ab inh 121, OPRM1-OPRD1 inv 9, Tat export inh -8 and PfHsp90 yeast 2 -15.
Screening CC(C)CN(C(=O)c1ccc(N2CCCC2=O)cc1)c1c(N)n(Cc2ccccc2)c(=O)[nH]c1=O returned Mot1-301 SUMO -4, E coli growth 1.6, phage Ecoli inh 5.6, MOR-DOR ag -3.8, Arr AP2 block 28, AddAB inh 4.0, PKA-R1A act -4, DSG3 Ab inh 100, OPRM1-OPRD1 inv 20, Tat export inh -4 and PfHsp90 yeast 2 -23.

Further structures follow.
CCCNC(=O)Cn1nc(C)n2c(cc3cc(F)ccc32)c1=O was read as Mot1-301 SUMO active, phage Ecoli inh 1.2, MOR-DOR ag -2.9, Arr AP2 block -13, PKA-R1A act 8, DSG3 Ab inh 97, OPRM1-OPRD1 inv 14, Tat export inh -9 and PfHsp90 yeast 2 -5.
Screening Fc1ccc(C2c3[nH]c4ccccc4c3CCN2Cc2cccn2-c2ncccn2)cc1 (stereo unspecified) returned Mot1-301 SUMO -7, E coli growth 1.0, phage Ecoli inh 2.9, MOR-DOR ag -0.5, Arr AP2 block 6, AddAB inh 2.3, PKA-R1A act 0, DSG3 Ab inh 103, OPRM1-OPRD1 inv 2, Tat export inh 3 and PfHsp90 yeast 2 -19.
`Cc1cc(Nc2ccccc2F)n2nc(C)nc2n1` gave Mot1-301 SUMO -11, E coli growth 0.5, phage Ecoli inh 2.7, MOR-DOR ag 0.6, Arr AP2 block 6, AddAB inh 3.0, PKA-R1A act -5, DSG3 Ab inh 112, OPRM1-OPRD1 inv -3, Tat export inh 3 and PfHsp90 yeast 2 -1.
`CC(=O)c1cc(NC(=O)c2ccc([N+](=O)[O-])cc2)c(=O)oc1C` gave Mot1-301 SUMO 586, E coli growth 1.7, phage Ecoli inh 3.7, MOR-DOR ag -0.2, Arr AP2 block -2, AddAB inh 4.9, PKA-R1A act -2, DSG3 Ab inh 98, OPRM1-OPRD1 inv 1, Tat export inh 0 and PfHsp90 yeast 2 23.
CN(CC(=O)NC(=O)NC1CCCCC1)Cc1ccccc1 was read as Mot1-301 SUMO 0, E coli growth 0.5, phage Ecoli inh 3.1, MOR-DOR ag 2.5, Arr AP2 block 0, AddAB inh 0.9, PKA-R1A act -9, OPRM1-OPRD1 inv -10, Tat export inh -5 and PfHsp90 yeast 2 -14.
Screening CCC(C)[C@H](NC(=O)[C@@H]1Cc2ccccc2CN1)C(=O)Nc1ccc2c(c1)OCO2 (stereo partly specified) returned Mot1-301 SUMO 16, E coli growth -2.3, phage Ecoli inh 4.5, MOR-DOR ag -1.1, Arr AP2 block 26, AddAB inh 1.3, PKA-R1A act 2, DSG3 Ab inh 96, OPRM1-OPRD1 inv 6, Tat export inh 3 and PfHsp90 yeast 2 1.
Screening COc1ccc(CCNS(=O)(=O)c2ccc(Br)cc2)cc1 returned Mot1-301 SUMO -11, E coli growth 0.3, phage Ecoli inh 3.2, MOR-DOR ag 3.9, Arr AP2 block 10, AddAB inh -1.0, PKA-R1A act -2, DSG3 Ab inh 103, OPRM1-OPRD1 inv -18, Tat export inh 3 and PfHsp90 yeast 2 3.

Screens (PubChem BioAssay)
